KCNQ1 act: potentiators or activators of human KCNQ1 potassium channel. AID 2648. B-score at 10 µM. 0.35% of 310,000 active. CHO-K1 KCNQ1, thallium flux FluxOR fluorescence; hits give high values;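 active means fluorescence ratio B-score, a plate-corrected score, at least three library SD, with initial intensity B-score within 5 SD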
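Assay system: CHO-K1 cells stably expressing KCNQ1; Medium: assay buffer with matched DMSO; Also added: K+/Tl+ depolarizing stimulus; Dosing: single dose; Timing: dye 90 min, compound 20 min, room temperature; Measured by: kinetic FluxOR thallium fluorescence, 10-s 1-Hz baseline, 110-s post-stimulus read; Read-out: peak-minus-minimum fluorescence over initial fluorescence, negative-control normalized, B-scored.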
Dyrk1A ADPGlo: blocks rat Dyrk1A kinase activity | Q63470 | ADP-Glo luminescence, NFATc1 peptide | inhibition, % at 12.5 µM | 0.43% of 310,000 active | AID 504441; in the data active means inhibition above about 50%;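 further: plate controls were vehicle with enzyme for no effect and no enzyme for full effect; many of its hits are not listed in these tables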
GSK3B inh: inhibitors of human GSK3beta kinase. GST-GSK3beta kinase, ADP-Glo luminescence, 60 min; hits give low values. 0.038% of 300,000 active. activity score (negative = inhibition), % at 10 µM. P49841;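 active means more than half of replicate wells score below -50%, meaning over 50% inhibition versus plate controls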;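 further: 0% = median DMSO wells and -100% = median GW8510 positive control wells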
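Test system: GST-tagged human GSK3beta kinase, cell-free; evaluation: activity score scaled between in-plate DMSO and GW8510 controls; measured by: ADP-Glo luminescence; incubation: 60 min reaction, RT; benchmarks: DMSO and 20 µM GW8510; reagent: peptide substrate plus 25 µM ATP (final); medium: Tris/MgCl2 kinase buffer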
KCNK9 inh: inhibitors of human KCNK9 two-pore domain potassium channel | AID 488922 | 1.2% of 310,000 active | HEK293 KCNK9, FluxOR thallium flux fluorescence; hits give low values | B-score at 10 µM;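 active means ratio B-score over 3 SD below the library mean, with starting fluorescence within 5 SD of its mean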;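 further: negative B-score means less thallium flux so channel inhibition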
RGS4 act: potentiators or activators of RGS4 | HEK293 M3R/inducible RGS4, carbachol calcium flux Fluo4; hits give low values | B-score at 10 µM | 0.92% of 310,000 active | AID 463111;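 active means B-score of the integrated calcium signal more than 4 SD below the library mean, with starting fluorescence not abnormally high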;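 further: negative B-score means reduced calcium response which marks RGS4 activation or potentiation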
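Test system: HEK293 cells with stable M3R and inducible RGS4; also added: carbachol at ECmax as muscarinic agonist stimulus; schedule: dye loading 30 min 37 °C, buffer rest 30 min RT; technique: kinetic calcium fluorescence imaging with Fluo4-AM dye, 2 µM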
RGS4 block: inhibitors of human RGS4; HEK293 M3R/RGS4 inducible, Fluo-4 calcium flux; hits give high values; triggered by carbachol at its EC20; B-score at 10 µM; 0.45% of 310,000 active;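 active means B-score, a plate-corrected calcium signal, over three deviations above library mean, with baseline fluorescence within five deviations of library mean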;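 further: RGS4 expression induced by doxycycline in cells with stable M3 receptor; B-score is computed from the integrated fluorescence ratio over baseline after carbachol; higher B-score means a larger calcium signal and so more RGS4 inhibition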
PolyA inhibitor: inhibitors of polyadenylation in S. cerevisiae. S. cerevisiae SKY197-pL101 polyadenylation reporter, beta-gal luminescence; efflux-impaired pdr1/pdr3 knockout yeast; score 100 = 6 SD above DMSO. calls only at 12 µM. 0.02% of 300,000 active. AID 1875;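 active means lowest replicate activity score at least 50, where 100 means six control SD above control mean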;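 further: yeast exposed to compound for 9 h at 30 °C; higher score means more reporter readthrough which indicates perturbed polyadenylation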
KCNQ1 inh: blocks the human KCNQ1 potassium channel; P51787; CHO-K1 KCNQ1, FluxOR thallium flux fluorescence; hits give high values; B-score at 10 µM; 1.3% of 310,000 active;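 active means compounds whose thallium flux B-score, printed positive for inhibition, exceeds three library SD while starting fluorescence stays within three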;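 further: channel opened by potassium depolarization with thallium stimulus after 20 min compound exposure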
KCNK3 block: human KCNK3 channel inhibition, primary screen | B-score at 10 µM | O14649 | 0.84% of 340,000 active | CHO-KCNK3 thallium flux, FluxOR fluorescence; hits give low values;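 active means B-score under library mean minus 4 SD, starting fluorescence ratio at most library mean plus 5 SD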;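 further: more negative B-score means stronger inhibition of thallium flux through KCNK3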
hERG protect: hERG (human) protection from proarrhythmic block; Q12809; CHO-hERG, FluxOR thallium flux, dofetilide IC70 present; activation (rescue from dofetilide block), less the hit threshold, % at 10 µM; 0.51% of 310,000 active; AID 1511;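 active means activation above the mean of controls blocked by dofetilide plus 5 SD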;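 further: thallium influx through hERG after potassium depolarization seen as dye fluorescence rise; in these data hits start at about 4.7%; inactives centre near -7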
Target sequence (Q12809 whole entry, looked up): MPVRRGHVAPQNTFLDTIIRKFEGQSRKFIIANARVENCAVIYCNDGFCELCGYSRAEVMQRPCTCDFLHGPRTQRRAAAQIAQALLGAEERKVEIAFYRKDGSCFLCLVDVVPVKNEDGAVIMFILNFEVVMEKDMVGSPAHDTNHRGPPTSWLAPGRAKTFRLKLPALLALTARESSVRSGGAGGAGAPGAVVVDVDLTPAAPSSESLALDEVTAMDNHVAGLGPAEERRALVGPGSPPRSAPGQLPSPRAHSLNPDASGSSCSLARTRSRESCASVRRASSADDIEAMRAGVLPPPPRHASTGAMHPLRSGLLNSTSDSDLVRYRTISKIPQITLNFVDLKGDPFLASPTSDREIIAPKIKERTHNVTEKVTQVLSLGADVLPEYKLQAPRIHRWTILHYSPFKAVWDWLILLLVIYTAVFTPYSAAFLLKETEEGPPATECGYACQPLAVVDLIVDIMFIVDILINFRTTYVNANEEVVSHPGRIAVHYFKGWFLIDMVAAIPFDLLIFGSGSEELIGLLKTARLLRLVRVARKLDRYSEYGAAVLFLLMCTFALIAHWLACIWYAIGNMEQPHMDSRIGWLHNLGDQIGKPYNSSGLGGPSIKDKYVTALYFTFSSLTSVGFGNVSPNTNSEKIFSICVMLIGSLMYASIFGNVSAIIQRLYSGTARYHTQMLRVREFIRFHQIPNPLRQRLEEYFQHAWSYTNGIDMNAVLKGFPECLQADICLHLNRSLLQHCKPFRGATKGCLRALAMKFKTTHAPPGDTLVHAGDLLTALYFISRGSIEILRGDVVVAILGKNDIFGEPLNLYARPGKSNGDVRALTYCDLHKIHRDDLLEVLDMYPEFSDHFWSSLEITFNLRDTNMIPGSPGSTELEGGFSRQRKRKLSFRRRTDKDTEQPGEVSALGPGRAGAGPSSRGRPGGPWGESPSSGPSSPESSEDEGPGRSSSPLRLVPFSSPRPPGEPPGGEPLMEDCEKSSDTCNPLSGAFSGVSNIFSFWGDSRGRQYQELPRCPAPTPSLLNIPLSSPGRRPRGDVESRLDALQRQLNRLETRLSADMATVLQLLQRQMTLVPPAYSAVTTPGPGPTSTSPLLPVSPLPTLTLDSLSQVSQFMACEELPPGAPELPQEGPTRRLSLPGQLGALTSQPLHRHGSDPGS
GSK3A inh: inhibitors of human GSK-3 alpha kinase; inhibition, % at 10 µM; AID 2650; P49840; 0.1% of 320,000 active; ADP-Glo luminescence, 60 min;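 in the data active means inhibition above about 50%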;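 further: GST-tagged GSK-3 alpha with peptide substrate and 25 µM ATP; 0% = DMSO neutral wells and 100% = GW8510 positive control wells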
* = called active by the depositor; i = inactive; x = not tested or not shown.

Values run as follows: KCNQ1 act, Dyrk1A ADPGlo, GSK3B inh, KCNK9 inh, RGS4 act, RGS4 block, PolyA inhibitor, KCNQ1 inh, KCNK3 block, hERG protect, GSK3A inh
CN1CCN(C(=O)c2ccc(N(Cc3ccc(Cl)cc3)S(C)(=O)=O)cc2)CC1
  i, -2.9, -2.6, i, i, i, i, i, i, -7.8, 0.2
CC(C)NS(=O)(=O)c1ccc(CCC(=O)O)cc1
  i, 9.0, -1.7, i, i, i, i, i, i, -5.6, -2.4
COc1ccc(CNc2ccc(S(N)(=O)=O)cc2)c(OC)c1OC
  i, 8.4, 0.2, i, i, i, i, i, i, -10.1, -0.9
O=C(CN1CCOCC1)NNc1nc(-c2ccccc2)c2cc(Br)ccc2n1
  i, x, -0.4, i, i, i, i, 7*, i, -1.6, 0.9
Cc1ccccc1C(=O)N/N=C/c1ccccn1
  i, 1.0, -0.9, i, i, i, i, i, i, -1.2, -2.3
CCCn1c(N)c(C(=O)CSc2nc3ccccc3n2CCC#N)c(=O)n(C)c1=O
  i, 5.2, 1.1, i, i, i, i, i, i, -1.7, 0.7
O=C(N/N=C/c1ccco1)c1ccccc1OCc1ccc(Br)cc1
  i, -1.3, -0.5, i, i, i, i, i, i, -7.6, -2.5
COc1ccc(C)cc1Nc1n[n+](-c2ccccc2)c(-c2ccc(N(C)C)cc2)s1
  i, -3.1, 3.0, -7.18*, i, i, i, 15*, i, -34.5, 1.2
CCOc1cc(/C=N/NC(=O)c2ccccn2)ccc1OC(=O)c1cccs1
  i, -14.2, -1.2, i, i, i, i, i, i, -9.1, -1.1
COc1ccc(NS(=O)(=O)c2cccs2)cn1
  i, -8.5, -2.7, i, i, i, i, i, i, -7.3, -3.1
CCn1cc(C(=O)NCCCN2CCCC2)c(=O)c2cc(S(=O)(=O)N3CCc4ccccc4C3)ccc21
  i, -0.9, -1.2, i, i, i, i, i, i, -16.4, 0.4
Cc1[nH]c2ccccc2c1/C=C/c1nc2ccccc2c(=O)n1-c1ccc([N+](=O)[O-])cc1
  i, 0.9, 1.2, i, i, i, i, i, i, -4.0, -0.6
Cc1[nH]c2ccccc2c1/C=N/NC(=O)c1cc(C(C)(C)C)[nH]n1
  i, x, 9.5, i, i, i, i, i, i, -23.1, 1.6
COc1ccccc1N1CCN(C(=O)c2ccc3c(Cl)c4c(nc3c2)CCCC4)CC1
  i, 4.3, 5.0, i, -9.74*, i, i, i, i, -16.6, -0.6
COc1cc(NC(=O)c2ccnnc2)cc(C(=O)Nc2cccc(C(F)(F)F)c2)c1
  i, 5.7, -1.1, i, i, i, i, 9*, i, -16.2, 1.1
COc1ccc(N(CC(=O)NN=C2CCCC2)S(=O)(=O)c2ccccc2)cc1
  i, x, -0.9, i, i, i, i, i, i, -5.5, -1.0
Cc1c(NC(=O)c2nn3c(C(F)(F)F)cc(-c4ccccc4)nc3c2Cl)c(=O)n(-c2ccccc2)n1C
  i, -4.9, 5.4, i, i, i, i, i, i, -1.8, -1.8
Cc1ccccc1CS(=O)(=O)c1snnc1C
  i, 4.5, -2.3, i, i, i, i, i, i, -10.9, -1.9
CSc1nnc(C)c(=O)n1COC(=O)c1ccc(S(=O)(=O)N2CCOCC2)cc1
  i, 0.7, -3.0, i, i, i, i, i, i, -8.1, 0.2
CCOC(=O)N1CCN(C(=O)C2CCCN(S(=O)(=O)c3ccccc3)C2)CC1 (stereo not given)
  i, -1.9, 0.1, i, i, i, i, i, i, -8.7, -1.0
CC(=O)Nc1ccc(S(=O)(=O)n2nc(-c3ccc(C)cc3)nc2N)cc1
  i, -1.3, -2.6, i, i, i, i, i, i, -8.1, -0.3
N#CCNC(=O)C1c2ccccc2Oc2ccccc21
  i, 10.0, 0.6, i, i, i, i, i, i, -6.6, 1.4
COc1ccc(NC(=O)C(CCSC)NC(N)=O)cc1NS(=O)(=O)c1ccc(F)cc1 (stereo not given)
  i, -0.1, 0.5, i, i, i, i, i, i, -10.4, -5.0
COc1ccc(N=C(c2ccccc2)c2c(C)[nH]n(-c3ccccc3)c2=O)c(OC)c1
  i, 5.1, 0.5, i, i, i, i, 6*, i, -16.5, -6.6
O=C(CN1C(=O)c2cccnc2Oc2ccc(Cl)cc21)Nc1ccccc1F
  i, 3.6, 2.8, -6.75*, i, i, i, i, i, -8.3, 0.1
Cc1cc(=O)[nH]c(SCCOc2ccc(OC(C)C)cc2)n1
  i, 1.3, 0.0, i, i, i, i, i, i, -10.2, 3.7
CC(C)C[C@H](N)c1cn([C@@H](Cc2ccc(O)cc2)C(=O)N2CCNCC2)nn1
  i, -6.8, -0.2, i, i, i, i, i, i, -5.6, -0.4
CCCn1c(N)c(C(=O)CSc2nc3ccccc3s2)c(=O)[nH]c1=O
  i, -1.4, -1.1, i, i, i, i, i, i, 5.4*, 9.5
O=C(Nc1ccc(Br)cc1F)C1CC(=O)N(C2CCCCC2)C1 (stereo not given)
  i, -8.2, 0.5, i, i, i, i, i, i, -5.8, -1.0
CN(C)c1nc(N/N=C/c2ccccc2O)nc(Nc2ccc(F)cc2)n1
  i, 3.0, 2.8, i, i, i, i, i, i, -13.2, -0.1

Reformatted with bars between the fields: entries from further up
Structure | KCNQ1 act | Dyrk1A ADPGlo | GSK3B inh | KCNK9 inh | RGS4 act | RGS4 block | PolyA inhibitor | KCNQ1 inh | KCNK3 block | hERG protect | GSK3A inh
COc1ccc(NS(=O)(=O)c2cccs2)cn1 | i | -8.5 | -2.7 | i | i | i | i | i | i | -7.3 | -3.1
CCn1cc(C(=O)NCCCN2CCCC2)c(=O)c2cc(S(=O)(=O)N3CCc4ccccc4C3)ccc21 | i | -0.9 | -1.2 | i | i | i | i | i | i | -16.4 | 0.4
Cc1[nH]c2ccccc2c1/C=C/c1nc2ccccc2c(=O)n1-c1ccc([N+](=O)[O-])cc1 | i | 0.9 | 1.2 | i | i | i | i | i | i | -4.0 | -0.6
Cc1[nH]c2ccccc2c1/C=N/NC(=O)c1cc(C(C)(C)C)[nH]n1 | i | x | 9.5 | i | i | i | i | i | i | -23.1 | 1.6
COc1ccccc1N1CCN(C(=O)c2ccc3c(Cl)c4c(nc3c2)CCCC4)CC1 | i | 4.3 | 5.0 | i | -9.74* | i | i | i | i | -16.6 | -0.6

(further entries)
Values run as follows: KCNQ1 act, Dyrk1A ADPGlo, GSK3B inh, KCNK9 inh, RGS4 act, RGS4 block, PolyA inhibitor, KCNQ1 inh, KCNK3 block, hERG protect, GSK3A inh
CCOC(=O)N1CCN(Cc2nc3cc(NC(=O)CC)ccc3n2CC)CC1
  i, -0.9, -2.1, i, i, i, i, i, i, -1.4, 0.8
CC(=O)OCCc1c2ccccc2c(CCCN(C)C)c2ccccc12
  i, -4.1, -3.2, i, i, i, i, i, i, -5.6, -0.2
COc1cc2c3c(c1)/C(=C1/SC(=S)NC1=O)C(=O)N3C(C)(C)C=C2C
  i, -0.6, 0.7, i, i, i, i, i, i, -5.1, 2.8
Cc1csc(N(C(=O)c2ccccc2F)c2ccccc2)n1
  i, -1.2, 0.8, i, i, i, i, i, i, -5.6, 1.6
O=C(COC(=O)CSc1ccc2ccccc2c1)NCc1ccc2c(c1)OCO2
  i, 2.1, 2.9, i, i, i, i, i, i, -5.8, -2.6
Cc1ccccc1C(=O)O/N=C(\N)c1ccc([N+](=O)[O-])cc1
  i, x, 0.2, i, i, i, i, i, i, -9.4, -2.7
CCOC(=O)C1CCN(c2c(NCCN3CCCCC3C)c(=O)c2=O)CC1 (stereo not given)
  i, 0.4, -0.3, i, i, i, i, i, i, -9.1, -2.8
O=C(O)CCCNS(=O)(=O)c1ccccc1
  i, 0.3, 2.3, i, i, i, i, i, i, -8.4, 0.0
O=c1c2c3c(sc2nc2n1CCC2)CCC3
  i, 4.3, -0.6, i, i, i, i, i, i, -8.4, 0.5
O=S(=O)(Nc1ccccn1)c1ccc(Cl)c2ccccc12
  i, -0.4, 2.2, i, i, i, i, i, i, -3.3, -0.4
COc1ccc(CNC(=O)CN2CCN(c3ccccc3O)CC2)cc1OC
  i, 16.1, -1.8, i, i, i, i, i, i, -8.7, -0.7
CC(C)C(NC(=O)C(NC(=O)C1O[C@@H]2OC(C)(C)O[C@@H]2[C@H]2OC(C)(C)O[C@@H]12)C(C)C)C(=O)O (stereo not given in full)
  i, 9.6, 3.8, i, i, i, i, i, i, -13.4, -2.9
COc1ccc(OC)c(CN2CCN(CCCc3ccccc3)C(CCO)C2)c1 (stereo not given)
  i, 2.4, 3.8, i, i, i, i, i, i, -8.0, -5.5
CCCCSc1[nH]c(=O)c(C(=O)OCC)cc1C#N
  i, 3.3, -0.6, i, i, i, i, i, i, -9.6, -1.3
CC1CCN(C(=O)c2ccc(S(=O)(=O)Cc3ccccc3F)c([N+](=O)[O-])c2)CC1
  i, 6.8, -6.6, i, i, i, i, i, i, -5.4, -1.7
Cc1ccc(NC(=O)CCCCCN2C(=O)[C@@H]3Cc4ccccc4CN3C2=O)cc1
  i, -5.5, -1.1, i, i, i, i, i, i, -10.6, -2.1
c1ccc2c(c1)CCCn1nnnc1-2
  i, 5.1, 4.4, i, i, i, i, i, i, -10.8, -2.8
CCN(CC)C(=O)CSC1c2ccccc2C(=O)N1c1ccccc1 (stereo not given)
  i, 7.5, 6.3, i, i, i, i, i, i, -11.2, -2.6
COc1ccc2cc(C(=O)Nc3ccc(Cl)cc3)sc(=O)c2c1OC
  i, 2.1, -1.4, i, i, i, i, i, i, -9.0, -0.3
COc1ccc(CC(=O)N/N=C(\C)c2cccs2)cc1
  i, 1.6, 1.9, i, i, i, i, i, i, -5.7, 5.2
CCCCOc1ccc(C(=O)Nn2c(-c3cccs3)nc3ccccc3c2=O)cc1
  i, -1.2, -0.1, i, i, i, i, i, i, -4.7, 1.6
COC(=O)c1sc(SC)c(S(=O)(=O)C(C)C)c1N
  i, -0.1, -2.1, i, i, i, i, i, i, -8.3, -0.6
CC(C)NC(=O)NC(=O)COC(=O)/C=C/c1ccccc1[N+](=O)[O-]
  i, 2.1, 0.5, i, i, i, i, i, i, -5.1, 1.9
O=C(C1CCCO1)N1CCN(C(=S)Nc2cc(F)cc(F)c2)CC1 (stereo not given)
  i, 1.6, -2.3, i, i, i, i, i, i, -10.9, 2.1

Bioassay records as filed in PubChem.

Only part of the results is shown; the hit share may differ from the screen's.
